# High-throughput results from PubChem.
# D2 ag – HTS Assay for Allosteric Agonists of the Human D2 Dopamine Receptor: Primary Screen for Agonists; HEK293 T-REx D2 cells, calcium flux agonist mode; AID 485358, 2010; activation, % at 2 µM; D(2) dopamine receptor (Homo sapiens), P14416; 340,000 tested, 0.53% active;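 active means activation over 3 SD above normal in the single-dose calcium agonist read, cut at about 30% in these data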; further: 0% is about no effect
#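 In this primary screen, compounds producing a positive calcium signal within 180 s of addition to tetracycline-induced, force-coupled HEK293 Trex D2 cells are flagged; cells are dye-loaded with a no-wash calcium kit beforehand.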
# USP1 inh – Inhibitors of USP1/UAF1: Primary Screen | 390,000 tested, 0.23% active | Ubiquitin carboxyl-terminal hydrolase 1 (Homo sapiens), O94782 | AID 743255, 2014 | recombinant USP1/UAF1, Ub-Rhodamine cleavage fluorescence | Potency, µM (highest dose often 57.1 µM), without a hit: top-dose activity change, negative = inhibition, actives largely listed as inhibitors; further: potency means the concentration at half of the fitted maximal effect; on the % scale 0 is the no-effect control and ±100 the full control effect; nearly all actives have a fitted effect of over 60% in size; inactives centre near -12
#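 Step one: compound is pinned into 1nM USP1/UAF1 in HEPES pH 7.8 buffer with TCEP. Step two: 15 min room-temperature incubation. Step three: Ub-Rho (150nM final) starts cleavage, tracked by fluorescence over six one-minute reads.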
# D2 antag – HTS Assay for Allosteric Antagonists of the Human D2 Dopamine Receptor: Primary Screen for Antagonists; D(2) dopamine receptor (Homo sapiens), P14416; HEK293 TREx D2 cells, calcium flux, dopamine EC80; inhibition, % at 10 µM; 340,000 tested, 2% active; AID 485344, 2010; in the data active means inhibition above about 30%; further: 0% is about no effect
#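 Compounds are added to dye-loaded, induced HEK293 T-REx cells coupled to calcium release via D2; after a 3 min kinetic read an EC80 dopamine stimulus is given and fluorescence is recorded for 3 more min.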
# TrxR1 inh – qHTS Assay for Inhibitors of Mammalian Selenoprotein Thioredoxin Reductase 1 (TrxR1): qHTS. Thioredoxin reductase 1, cytoplasmic (Rattus norvegicus), O89049. recombinant rTrxR1, NADPH fluorescence consumption, selenite substrate. Potency, µM (series often up to 114 µM), without a hit: at the highest dose activity change, negative = inhibition, hits mostly inhibitors. 390,000 tested, 1% active; further: potency means the concentration at half of the fitted maximal effect; on the % scale 0 is the no-effect control and ±100 the full control effect; nearly all actives have a fitted effect of over 65% in size
#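 Rat TrxR1 (90 nM in the dispensed reagent) was pre-reduced with 400 uM NADPH for 5 min at room temperature, then incubated with compound for 15 min. After 400 uM selenite was added, NADPH fluorescence (Ex 340/Em 450 nm) was followed for 8 min.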
# Pin1 inh – qHTS Assay to Find Inhibitors of Pin1. Pin1 FP peptide displacement, HiFluor488, 10 min. Potency, µM (doses to about 115 µM), for inactives: at the top dose activity, negative = inhibition, hits mostly inhibitors. 390,000 tested, 0.009% active; active means well fitted inhibition curve with a large enough effect in the polarisation, with a control signal flat, not every such curve was filed as active; inconclusive means small, poorly fitted or top-dose-only effect, or effect the other way, or a change in a side signal; inactive means no such curve, though single readings can be large or run the other way; the % refers to the polarisation; further: potency means the concentration at half of the fitted maximal effect; on the % scale 0 is the no-effect control and ±100 the full control effect
# Target sequence (Q13526 whole entry, looked up): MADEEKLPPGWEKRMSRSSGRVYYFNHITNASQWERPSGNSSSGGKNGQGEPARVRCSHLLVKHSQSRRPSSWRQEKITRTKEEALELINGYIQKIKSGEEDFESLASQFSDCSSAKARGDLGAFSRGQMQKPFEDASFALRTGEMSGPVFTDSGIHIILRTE
# IDH1 R132H inh – qHTS for Inhibitors of mutant isocitrate dehydrogenase 1 (IDH1): qHTS; Isocitrate dehydrogenase [NADP] cytoplasmic (Homo sapiens), O75874; IDH1-R132H enzyme, NADPH consumption, diaphorase/resazurin fluorescence; Potency, µM (top dose mostly 76.6 µM), for inactives: top-dose activity change, negative = inhibition, most hits filed as inhibitors; 390,000 tested, 0.093% active; AID 602179, 2012; further: potency means the concentration at half of the fitted maximal effect; on the % scale 0 is the no-effect control and ±100 the full control effect; nearly all actives have a fitted effect of over 65% in size
# Target sequence (O75874 whole entry R132H, stated change not applied): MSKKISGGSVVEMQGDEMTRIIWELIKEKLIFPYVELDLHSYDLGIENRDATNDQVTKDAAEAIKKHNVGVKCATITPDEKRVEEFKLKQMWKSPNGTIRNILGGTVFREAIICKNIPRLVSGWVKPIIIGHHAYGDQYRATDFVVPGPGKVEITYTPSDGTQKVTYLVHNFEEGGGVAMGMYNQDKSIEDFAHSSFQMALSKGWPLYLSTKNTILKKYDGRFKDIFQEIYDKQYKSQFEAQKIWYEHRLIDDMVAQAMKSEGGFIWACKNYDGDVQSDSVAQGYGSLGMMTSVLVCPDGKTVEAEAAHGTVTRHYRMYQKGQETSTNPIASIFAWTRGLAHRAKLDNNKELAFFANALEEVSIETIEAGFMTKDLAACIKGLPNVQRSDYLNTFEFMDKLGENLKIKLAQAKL
#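 IDH1-R132H (0.5 ug/mL dispensed) in pH 7.5 Tris buffer was preincubated 30 min with compound, then given a substrate mix of 0.016 mM NADPH and 2 mM alpha-KG for 80 min at room temperature; remaining NADPH was read by diaphorase/resazurin fluorescence.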
# TrxR1 substrate – qHTS Assay for Substrates of Mammalian Selenoprotein Thioredoxin Reductase 1 (TrxR1): qHTS. Thioredoxin reductase 1, cytoplasmic (Rattus norvegicus), O89049. purified TrxR1 substrate turnover, NADPH consumption readout. Potency, µM (top dose mostly 114 µM), for the others: top-dose activity change, negative = substrate turnover. 390,000 tested, 0.01% active. AID 588456, 2011; further: potency means the concentration at half of the fitted maximal effect; on the % scale 0 is the no-effect control and ±100 the full control effect; nearly all actives have a fitted effect of over 50% in size
#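 Rat TrxR1, dispensed at 90 nM, was prereduced with 400 uM NADPH (final) for 5 min at ~22 deg C, then incubated with compound 15 min before 400 uM selenite. A first-read NADPH fluorescence drop versus no-compound background flagged substrates.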
# TRHR agonist – qHTS for Small Molecule Agonists and Allosteric Enhancers of Human TRH Receptor: Primary Screen for Agonists; TRHR cells, calcium flux fluo-8, FDSS agonist mode; 360,000 tested, 0.18% active; AID 493084, 2011; Thyrotropin-releasing hormone receptor (Homo sapiens), P34981; activation, % at 2 µM; in the data active means activation above about 30%; further: 0% is about no effect
# Target sequence (P34981 whole entry, looked up): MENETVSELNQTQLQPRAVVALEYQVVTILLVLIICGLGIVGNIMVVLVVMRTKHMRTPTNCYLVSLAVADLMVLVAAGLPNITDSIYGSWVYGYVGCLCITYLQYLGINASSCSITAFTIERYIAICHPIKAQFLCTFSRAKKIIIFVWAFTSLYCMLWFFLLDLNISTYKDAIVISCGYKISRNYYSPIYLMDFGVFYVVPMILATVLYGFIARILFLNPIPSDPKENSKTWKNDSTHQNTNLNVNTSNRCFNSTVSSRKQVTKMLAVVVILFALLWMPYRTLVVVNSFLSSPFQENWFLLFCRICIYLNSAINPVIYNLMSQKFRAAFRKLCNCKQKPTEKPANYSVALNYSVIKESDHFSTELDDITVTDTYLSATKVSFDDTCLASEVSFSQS
#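 TRHR-expressing cells, plated overnight in medium with 10% serum, were loaded with fluo-8 calcium dye at room temperature. After a 10 s baseline, library compound was pin-added and calcium release was recorded kinetically (ex 480/em 530) as agonist response.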
# TRHR enhancer – qHTS for Small Molecule Agonists and Allosteric Enhancers of Human TRH Receptor: Primary Screen for Enhancers. Thyrotropin-releasing hormone receptor (Homo sapiens), P34981. TRHR cells, fluo-8 calcium fluorescence, EC20 TRH enhancement. enhancement, % at 2 µM. 360,000 tested, 0.66% active; in the data active means enhancement above about 30%; further: 0% is about no effect
#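 Enhancer read-out: after compound pinning and an initial kinetic agonist-mode read, an EC20 of TRH (10 nM final) was injected and fluo-8 calcium signal (Ex 480/Em 530) followed at 1 s/cycle for 100 cycles in TRHR-expressing cells.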
# Starred values were filed as active, the others as inactive; ? = inconclusive; . = not tested or not shown; & = joins results of further samples; [ ] = another dose, or the depositor's remark. Unless noted, the call rests on the fitted dose curve; in most records, active means well fitted inhibition curve with a large enough effect; inconclusive means small, poorly fitted or top-dose-only effect; inactive means no such curve, though single readings can be large or run the other way. This is a subset, so the mix of outcomes need not match the whole.
SMILES,D2 ag,USP1 inh,D2 antag,TrxR1 inh,Pin1 inh,IDH1 R132H inh,TrxR1 substrate,TRHR agonist,TRHR enhancer
O=C(O)c1nc(-c2ccccc2)n(-c2ccc(Cl)cc2)n1,0.3,-14%,-4,15%[57.1 µM],-13%,4%,10%[57.1 µM],0.8,7
COc1cccc(C2C(C(=O)c3cc4ccccc4o3)=C(O)C(=O)N2CCN(C)C)c1OC (stereo not drawn),.,-4%,.,-6%[57.1 µM],2%,5%,-8%[57.1 µM],.,.
COc1ccc(C(=O)NN(C)c2nc(-c3ccccc3)nnc2C(F)(F)F)cc1,-0.5,-7%,-2,14%[57.1 µM],-1%,-4%,4%[57.1 µM],-0.8,7
Cc1ccc2cc(S(=O)(=O)NCCCC(=O)O)ccc2c1,-0.4,-15%,-10,3%,-1%,-5%,0%,0.2,4
COc1ccc(OC)c(NS(=O)(=O)c2c(C)nc3sccn3c2=O)c1,0.5,-25%,-9,7%,-4%,9%,3%,-0.2,-2
O=C(Nc1ccc2c(c1)OCCO2)c1coc2ccccc2c1=O,0.2,83%[activator],2,-23%,?,2%,3%[57.1 µM],0.1,-1
O=C(c1cc2cc(F)ccc2[nH]1)N1CCc2ccccc21,0.0,-28%,-17,16%,7%,10%,4%,0.5,-2
O=C(CSc1nnc(-c2ccccc2Cl)o1)N1CCCCC1,0.3,-7%,-10,-3%[57.1 µM],-6%,1%,-1%[57.1 µM],-0.1,-3
Cc1ccc(C)c(S(=O)(=O)N2CCCCC2CCNC(=O)C(=O)NCc2ccccn2)c1 (stereo not drawn),-0.6,-23%,-3,-5%,4%,-2%,-7%,0.8,17
CCNC(=O)C(=O)NCC1CCCN1S(=O)(=O)c1cccs1 (stereo not drawn),0.3,-12%,20,6%,1%,4%,1%,0.0,-2
Cc1cc(C(=O)Cn2nc(C(=O)O)c3ccccc3c2=O)c(C)n1-c1cccc(C(F)(F)F)c1,0.7,-25%,19,4%,-1%,7%,-3%,0.0,-12
CCOC(=O)CCCNS(=O)(=O)c1c(C)ccc2nsnc12,-4.2,-11%,-8,16%[57.1 µM],-8%,4%,-10%,-0.3,26
CCOC(=O)N1CCN(S(=O)(=O)c2ccc3c(c2)CCN3C(=O)CC)CC1,-0.8,-1%,6,0%[57.1 µM],-3%,15%,-3%[57.1 µM],-0.2,19
CC(Oc1cccc(Cl)c1)C(=O)NCc1ccc(S(N)(=O)=O)cc1 (stereo not drawn),-3.2,-11%,-4,21%,-9%,3%,-3%,0.6,-6
CN(C(=O)C1CCN(S(=O)(=O)c2cccs2)CC1)c1ccccc1,1.9,-12%,-10,16%,-1%,-3%,-4%,-0.1,1
COc1ccccc1C(=O)Nc1ccc2c(c1)nc1n2CCSC1,0.9,?,-7,17%,107%[activator],-28%,6%,0.0,-3
COc1cc(OC)cc(C(=O)OCC(=O)c2ccc(S(=O)(=O)N3CCCCC3)cc2)c1,0.1,-20%,1,30%,-4%,4%,13%,-2.5,5
CC1CN(C(=O)c2cc3cc([N+](=O)[O-])ccc3oc2=O)CC(C)O1 (stereo not drawn),.,-18%,.,13%,-2%,2%,1%,0.7,-1
Clc1ccc(-c2c[n+](Cc3cccc(Cl)c3)c3n2CCC3)cc1,0.1,-13%,-3,4%[57.1 µM],0%,-2%,8%[57.1 µM],0.2,-9
CCOC(=O)c1cc2c(ccn2C)n1CC(=O)N(Cc1ccccc1)c1ccccc1,-1.7,-7%,-1,2%,7%,-4%,-8%,0.2,-1
O=Cc1c(-c2ccccc2)cc2oc3ccccc3cc1-2,-2.0,-4%,-16,4%,-2%,5%,0%,-1.6,7
COc1ccc(-n2c(=O)cc(N3CCN(c4ccccc4OC)CC3)[nH]c2=O)cc1,0.2,-12%,11,-18%,3%,5%,12%,1.3,8
Nc1nc2ccccc2nc1N,1.3,-8%,-21,6%[57.1 µM],-2%,2%,29%[57.1 µM],-0.3,3
O=C(COc1ccccc1Br)Nc1ccc2c(c1)OCCCO2,0.2,-16%,-8,2%[57.1 µM],-2%,5%,1%[57.1 µM],1.0,-2
CC1(C)CC2CC(C)(CN2Cc2cccc([N+](=O)[O-])c2)C1 (stereo not drawn),0.4,-22%,-5,30%[11.4 µM],3%,-7%,3%,-0.1,-5

# Only Pin1 inh, TRHR enhancer and TrxR1 substrate (2 entries from above):
Compound	Pin1 inh	TRHR enhancer	TrxR1 substrate
CCNC(=O)C(=O)NCC1CCCN1S(=O)(=O)c1cccs1 (stereo not drawn)	1%	-2	1%
Cc1cc(C(=O)Cn2nc(C(=O)O)c3ccccc3c2=O)c(C)n1-c1cccc(C(F)(F)F)c1	-1%	-12	-3%

# Later entries:
SMILES,D2 ag,USP1 inh,D2 antag,TrxR1 inh,Pin1 inh,IDH1 R132H inh,TrxR1 substrate,TRHR agonist,TRHR enhancer
CCc1ccc(NC(=O)c2ccc(F)c(S(=O)(=O)N3CCC(C)CC3)c2)cc1,0.6,-16%,.,5%[57.1 µM],-2%,-22%,-2%[57.1 µM],1.4,1
COc1ccc(OC)c2nc(-c3ccc4c(c3)OCO4)ccc12,-0.6,-24%,6,11%[57.1 µM],-2%,16%,15%[57.1 µM],0.1,-4
COC(=O)c1ccc(C(NC(=O)OCc2ccccc2)/C(C)=C/[C@@H](C)C(=O)NCc2ccc(OC)c(OC)c2)cc1 (stereo partly drawn),0.3,-7%,-5,15%[57.1 µM],?,-1%,1%[57.1 µM],0.0,-1
[O-]/C(=C(\C(=S)Nc1ccccc1F)[n+]1ccccc1)c1ccc(-c2ccccc2)cc1,0.1,-19%,4,6%[57.1 µM],-4%,0%,-5%,0.0,-2
CCOC(=O)C1(Cc2ccc(Cl)cc2)CCN(C(=O)C2CCCO2)CC1 (stereo not drawn),0.1,?,12,10%[57.1 µM],-1%,-7%,5%[57.1 µM],-0.1,1
Cn1c(=O)c(=O)n(C)c2cc(S(=O)(=O)N3CCN(c4ccccc4F)CC3)ccc21,-0.2&2.0,-8%&-16%,-7,-2%&-7%,2%&14%,3%&0%,6%&13%,-1.2&-1.8,9&-6
CCN(CC)CCCN(Cc1cc2cc3c(cc2[nH]c1=O)OCO3)C(=S)NCCOC,0.0,-19%,-6,12%,-7%,10%,59%[activator],0.3,5
Cc1noc(C)c1S(=O)(=O)NCCc1csc2nc(-c3ccc(Cl)cc3)nn12,1.4,0%,.,1%[57.1 µM],?,-11%,-7%[57.1 µM],0.8,8
COc1ccc(Cl)cc1N(CC(=O)N/N=C/c1ccc(OCC(N)=O)cc1)S(C)(=O)=O,0.1,-8%,0,-24%,-2%,-5%,-15%,0.2,10
O=C1C(Cc2c[nH]c3ccccc23)NC(=S)N1Cc1ccccc1 (stereo not drawn),-0.5,-13%,-6,18%[57.1 µM],1%,6%,5%[57.1 µM],0.1,5
CCOc1ccc(C(=O)NCC(=O)NCC2CCCCC2)cc1OCC,-0.2,-24%,12,13%,-2%,4%,1%,0.1,-4
CC(C)(C)OC(=O)N1CCC(CNC(=O)c2ccc(F)cc2F)CC1,-0.2,-13%,-3,23%[57.1 µM],5%,11%,14%[57.1 µM],0.0,7
Cc1ccccc1-n1c(SCC(=O)Nc2ccccc2)nc2nc3c(cc2c1=O)CCCC3,1.0,-15%,-16,14%,?,1%,19%,0.7,3
CC1CCN(c2nc3c(S(=O)(=O)c4cccc(Cl)c4)nnn3c3ccsc23)CC1,0.3,-18%,.,16%,22%,1%,17%,-0.2,3
Cc1csc(NC(=O)CSc2nnc(CCNC(=O)c3ccc(Cl)c(Cl)c3)n2C)n1,-0.1,-1%,-1,7%,3%,-2%,-2%,-0.1,-1
COc1ccccc1NC(=O)c1cc(=O)c2ccc(C)c(C)c2o1,1.1,?,.,16%,1%,1%,3%,-0.2,2
CN(Cc1ccccc1)C(=O)c1[nH]cnc1C(=O)NCC(=O)OC(C)(C)C,0.9,-22%,5,15%[57.1 µM],-3%,-8%,2%[57.1 µM],0.0,3
O=c1oc2ccccc2c(CNc2ccccc2)c1[N+](=O)[O-],0.7,-21%,-4,10%,0%,0%,-2%,-0.1,3
COc1ccc(-c2sc3cc(OC)c(OC)cc3c2C#CCCO)cc1,-0.6,-14%,-4,-3%[57.1 µM],2%,-6%,41%,-0.5,17
O=c1[nH]c2ccccc2nc1-c1ccccc1,1.0,-10%,4,-5%,1%,-10%,69%[activator],0.6,-4
Clc1ccc(CSc2nnc(NC3=NCCCCC3)s2)cc1,.,-10%,.,4%,2%,1%,-5%,-0.6,5
O=C(c1ccc(Cl)c(S(=O)(=O)N2CCOCC2)c1)N1CCOCC1,1.5,7%,3,38%[0.0914 µM],1%,-3%,4%[57.1 µM],1.6,-1
Cc1ccc(Nc2nc(N)nc(CN3CCN(c4ccccc4F)CC3)n2)cc1,75*,-16%,78*,-21%,0%,2%,-3%,0.1,2
CCOc1cc(C(C#N)N2CCCCC2)ccc1OC (stereo not drawn),0.3,-8%,-10,-3%,-8%,8%,-2%,2.4,-4
CSc1ccccc1C(=O)NCc1ccc(F)cc1,.,-4%,.,1%,-4%,1%,-2%,-0.7,-1
